WT yeast gro inh: growth inhibition of WT yeast, mitochondrial fusion screen; inhibition, % at 10 µM; mitochondrial fusion phenotypic screen, WT strain; hit rate 2.1% among 190,000; in the data active = inhibition above about 58%; tested in S. cerevisiae
SV40 large T antigen: TAg ATPase/helicase activity blockers – biochemical (AID 1903) | SV40 large T antigen ATPase/helicase inhibition assay; higher % means a stronger effect | hit rate 0.39% among 310,000 | one-dose inhibition, % at 20 µM; IC50 in µM for titrated hits; in the data active = a potency from the dose series; inconclusive = inhibition mostly from about 32% at the one dose, without a potency; inactive = the rest, 99 in 100 with inhibition below about 32%; also: strong numbers were not always called active
Dengue-2 NS5 capping: flavivirus cap methylation enzyme inhibition – biochemical, confirmation dose response, primary screen (AID 588689) | Dengue-2 NS5 methyltransferase capping enzyme assay, biochemical; higher % means a stronger effect | inhibition, % at 25 µM; hits with a dose series show IC50 in µM | hit rate 0.3% among 340,000; in the data active = a potency from the dose series; inconclusive = inhibition above about 29% without an active follow-up result
RSV CPE inhibition: inhibition of RSV-induced cytopathic effect – HEp-2 cells, primary 10 µM value included (AID 2391); HEp-2 cells, RSV-induced CPE inhibition; higher % means a stronger effect; CPE inhibition, % at 10 µM; hits with a dose series show IC50 in µM; hit rate 0.13% among 310,000; in the data active = a potency from the dose series; inconclusive = CPE inhibition mostly from about 23% at the one dose, without a potency; inactive = the rest, 99 in 100 with CPE inhibition below about 21%; also: strong numbers were not always called active
Yfh1-depleted yeast: mitochondrial function rescue without frataxin homolog – Friedreich's ataxia, plus single-dose screen, dose response (AID 1465). S. cerevisiae Yfh1-off respiration, WST-1 reduction, 72 h; higher fold induction means a stronger effect. fold induction at 50 µM; hits with a dose series show EC50 in µM. hit rate 0.074% among 220,000;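 active = fold induction of absorbance versus untreated yeast above a set limit, then at least 30% activation at any dose in follow-up; inconclusive = repeats straddling the limit, or above it without dose testing; inactive = fold induction below the set limit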;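 also: activators that raise dye reduction in frataxin-depleted yeast; strong numbers were not always called active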
West Nile virus CPE: inhibition of WNV-induced cytopathic effect – cell-based, CPE readout (AID 1621). West Nile virus-infected cells, CPE inhibition; higher % means a stronger effect. one-dose CPE inhibition, % at 10 µM; IC50 in µM for titrated hits. hit rate 0.02% among 290,000; in the data active = a potency from the dose series; inconclusive = CPE inhibition mostly from about 3.7% at the one dose, without a potency; inactive = the rest, 99 in 100 with CPE inhibition below about 2.2%; also: strong numbers were not always called active
K1F lysis inhibition: inhibition of K1F phage lysis, E. coli UTI89, bacterial capsule biogenesis inhibitors, alamar blue (AID 488966); E. coli UTI89 K1F phage lysis, alamar blue, 2 h; higher % means a stronger effect; one-dose inhibition, % at 100 µM; IC50 in µM for titrated hits; hit rate 0.02% among 340,000;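 active = phage lysis inhibition, versus mean bacterial control, above a set limit; inconclusive = no clear call, values can overlap the other calls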;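 also: capsule biogenesis inhibitors block K1F phage lysis so surviving cells raise fluorescence; higher fluorescence means more inhibition of phage lysis; actives were called in the ten point dose series up to 300 µM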
XIAP antagonists: small molecules displacing peptide from XIAP – biochemical, IAP family, fluorescence polarization (AID 1018) | XIAP BIR domain, fluorescence polarization peptide displacement; higher % means a stronger effect | displacement, % at 20 µM; hits with a dose series show IC50 in µM | hit rate 0.007% among 200,000; in the data active = displacement above about 50%; also: a part of the inactive calls stands beside numbers as strong as those of hits
CSM14.1 death rescue: protection against thapsigargin-triggered cell killing – 384-well, CSM14.1, ATP luminescence, primary screen (AID 1222); CSM14.1 thapsigargin-induced death rescue, ATP luminescence; higher % means a stronger effect; one-dose cellular ATP content (survival), % at 20 µM; EC50 in µM for titrated hits; 190,000 tested, under 10 active;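 active = EC50 below 50 µM in the dose-response confirmation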;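 also: death triggered by thapsigargin at about 15 µM added after 2 h compound pretreatment; cell ATP read after overnight thapsigargin exposure of roughly 18 to 22 hours; normalized against plate controls of thapsigargin alone and 5% DMSO vehicle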
WT yeast gro inh mutant strain: second read-out of WT yeast gro inh, no call of its own (marks repeat the call); inhibition, %; mitochondrial fusion phenotypic screen, mutant strain inhibition
Dengue-2 NS5 capping pilot replicate: recorded beside Dengue-2 NS5 capping, whose call it bears; inhibition, %; measured here: pilot screen replicate inhibition
Starred values were filed as active, the others as inactive; i = inactive; ? = inconclusive; nt = no result given; [ ] = another dose, or the depositor's remark. No enrichment for hits; overall some 2.2% were active at least once.

SMILES | WT yeast gro inh | WT yeast gro inh mutant strain | SV40 large T antigen | Dengue-2 NS5 capping | RSV CPE inhibition | Yfh1-depleted yeast | West Nile virus CPE | K1F lysis inhibition | XIAP antagonists | CSM14.1 death rescue | others
COc1cc(OC)c2c(C)c(Cl)c(=O)oc2c1 | 4 | -1 | 13% | -4% | 3.7% | i | -0.2% | 5.0% | 0.3% | 0.8%
CC(CN1CCN(C)CC1)OC(=O)c1ccc(Cl)cc1 (stereo unspecified) | -7 | -2 | -1% | -13% | 0.3% | i | -0.2% | 3.0% | -2.1% | 2.2%
Cn1c(/C(C#N)=C/Nc2ccccn2)nc2ccccc21 | -8 | -61 | 9% | 5% | 0.6% | i | 0.5% | 0.7% | -4.7% | -1.3% | Dengue-2 NS5 capping pilot replicate=-2.1
CCOC(=O)N1CCN(C(=O)CN(c2ccc(OC)c(OC)c2)S(C)(=O)=O)CC1 | -5 | -3 | 15% | -1% | -0.1% | i | -0.1% | 0.0% | -2.7% | -0.3%
COCc1cc(C)nc(SCC(=O)Nc2ccc3c(c2)OCO3)c1C#N | -15 | -7 | 2% | 0% | 0.9% | i | 0.3% | 0.1% | -0.9% | 0.9%
C(=C\c1nc(-c2ccccc2)no1)/c1ccccc1 | -6 | 15 | -4% | -9% | 3.5% | i | 0.2% | 0.2% | -3.9% | 1.1%
C=C(C)c1cccc(C(C)(C)NC(=O)NCc2ccc(OC)c(OC)c2)c1 | 13 | 24 | 11% | -6% | -0.2% | i | -0.6% | 4.1% | 0.6% | -3.6%
O=C(/C=C/c1ccc(Cl)cc1Cl)Nc1ccc(CN2CCOCC2)cc1 | 44 | 36 | 16% | -11% | 2.0% | i | -0.9% | -0.4% | -0.9% | -0.8%
COc1ccccc1NC(=O)CSc1nnc(CNC(=O)c2ccco2)o1 | 6 | 30 | 18% | 2% | 2.5% | i | -0.2% | -0.5% | -2.2% | 6.0%
Cc1nc(N2CCN(c3ccccc3)CC2)nc2c1C(=O)CC(c1ccccc1)C2 (stereo unspecified) | -6 | -78 | 10% | -8% | 6.8% | i | -0.7% | 0.5% | -24% | 1.1% | Dengue-2 NS5 capping pilot replicate=0.0
O=C(CCC1CCCN(Cc2ccc3c(c2)OCCO3)C1)NCc1ccc(F)c(F)c1 (stereo unspecified) | 4 | 5 | 9% | -2% | 2.4% | i | -0.4% | 0.1% | -19% | -1.9%
CCOC(=O)c1cnc2cc(-c3ccc(Br)cc3)nn2c1C | nt | nt | 2% | nt | 0.6% | nt | -0.6% | 1.3% | nt | nt
CC1(C)Cc2nc3oc4c(NCCCN5CCOCC5)ncnc4c3cc2CO1 | nt | nt | 4% | -5% | 0.8% | i | 0.0% | -1.2% | nt | nt
O=[n+]1c2c(n([O-])c3cc(Br)ccc31)CCCC2 | 1 | 1 | 7% | 4% | 3.1% | i | -0.4% | 0.3% | -1.9% | -1.1%
COC(=O)c1ccc(C2c3c(oc4ccccc4c3=O)C(=O)N2CCCN2CCOCC2)cc1 (stereo unspecified) | 9 | 0 | 4% | -2% | 1.0% | nt | nt | 3.8% | -0.8% | -0.7%
Cc1cccc(N2CCN(C(=O)CCCn3c(=O)c4cccn4c4cccnc43)CC2)c1C | nt | nt | 10% | 2% | ? | nt | -0.1% | 1.1% | nt | nt
CC(C)C(=O)NC(=O)[C@@H]1CCCN1C(=O)/C=C/c1ccccc1 | -3 | -2 | 21% | -11% | 1.1% | i | -0.1% | -0.3% | -2.9% | -2.9%
CCn1c(=O)cc(SCC(=O)N2CCN(Cc3ccc4c(c3)OCO4)CC2)c2ccccc21 | 4 | -16 | 3% | -8% | -1.4% | i | 0.1% | -0.7% | 5.0% | 0.7%
Cc1cc(C#N)c2ccccc2n1 | 25 | 25 | 0% | 6% | 0.9% | i | 0.1% | 0.2% | -3.5% | 0.3%
Cc1ccc2cc(C#N)c(NCCNC(=S)NCCCN3CCOCC3)nc2c1 | 11 | 3 | 6% | -5% | -0.8% | i | -1.2% | 0.7% | -6.0% | 0.1%
NNc1nc2sc3c(c2c(=O)n1Cc1ccccc1)CCC3 | nt | nt | 25% | 5% | 3.5% | nt | -0.5% | 0.6% | nt | nt
O=C(COC(=O)Cc1c(Cl)cccc1Cl)Nc1ccccc1-c1ccccc1 | 81* | -14* | 6% | 0% | 3.0% | i | -1.4% | 4.3% | 2.4% | 1.6%
O=C(COc1ccccc1)Nc1ccc(CSc2ccccc2)cc1 | 6 | -3 | 8% | -2% | 2.3% | i | -0.1% | 0.6% | 0.3% | -1.1%
COc1ccc(C2C(C(=O)c3ccccc3)N3c4ccccc4C=CC3C2[N+](=O)[O-])cc1 (stereo unspecified) | 12 | 19 | 10% | ? | nt | i | 0.3% | -1.4% | -3.1% | -1.3%
Cn1cnnc1SCC(=O)N1CCN(C(=O)c2ccco2)CC1 | 0 | -5 | 8% | -4% | 0.9% | i | 0.1% | 0.3% | -8.2% | 1.2%
FC(F)(F)c1cccc(Oc2cc(C(F)(F)F)nc(-c3ccccn3)n2)c1 | -5 | -30 | 9% | 5% | 3.0% | i | -0.4% | 0.2% | -2.0% | 5.0%
Cc1nc2c3ccccc3nc(NNC(=O)CCC(=O)N3CCN(c4ccc(F)cc4)CC3)n2n1 | nt | nt | 10% | 1% | -0.4% | nt | 0.5% | -3.7% | nt | nt
Cc1ccc(-c2n[nH]c(=S)c3ccccc23)cc1S(=O)(=O)NCC1CCCO1 (stereo unspecified) | nt | nt | 2% | -4% | 18% | nt | -0.5% | 0.4% | nt | nt
O=C(Nc1nnc(C2CC2)s1)c1ccco1 | 9 | -4 | 15% | -7% | 0.2% | i | -0.2% | -1.1% | -15% | -1.1%
O=C(CSc1nc2ccccc2n1CC(=O)N1CCCCC1)N1CCCCC1 | nt | nt | 14% | -7% | -0.1% | i | -0.1% | 0.6% | nt | nt
CCOC(=O)c1cc(-c2csc(COc3ccccc3)n2)on1 | nt | nt | 7% | 2% | nt | i | 0.5% | -1.1% | nt | nt
Cc1cc(=O)oc2c3c(cc(OCC(=O)Nc4ccc(CCO)cc4)c12)OC(C)(C)CC3 | nt | nt | -4% | 1% | -0.6% | nt | -0.2% | 7.9% | nt | nt
CCCOC(=O)c1ccc(NC(=O)CN(C)Cc2cccs2)cc1 | nt | nt | 1% | -2% | 2.1% | nt | 0.0% | 0.6% | nt | nt
O=C(Nc1ccc([N+](=O)[O-])cc1)c1cn(-c2ccccc2)nc1-c1cc2ccccc2o1 | -3 | -24 | 6% | -1% | 0.5% | i | -0.7% | 2.0%[50 µM] | -0.5% | 0.6%
O=C1NC2=C(C(=O)CCC2)C(c2ccccc2[N+](=O)[O-])N1 (stereo unspecified) | nt | nt | 14% | 47% | 1.2% | nt | -0.2% | 0.5% | nt | nt
COc1ccc2cc(S(=O)(=O)N3CCCC3)ccc2c1 | nt | nt | 2% | -4% | 2.8% | nt | -0.4% | 0.5% | nt | nt
Oc1ccccc1C=Nc1ccccc1-c1nc2ccccc2[nH]1 | 13 | 15 | 2% | -5% | 2.9% | i | -1.0% | -0.2% | -6.4% | -3.2%
COc1cc(C(=O)CSc2nccn2C)cc(OC)c1OC | nt | nt | 8% | -3% | 1.4% | nt | -0.6% | 0.5% | nt | nt
Cc1ccc(CC2CC(=O)N(c3cc(C)ccc3C)C2=O)cc1 (stereo unspecified) | nt | nt | 2% | 3% | 5.7% | nt | -0.6% | 0.6% | nt | nt
C/C(CC(=O)Nc1ccc2ccccc2c1)=N\NC(=O)c1cnccn1 | -10 | 12 | 10% | -9% | 1.8% | i | -0.3% | -6.2% | -3.8% | -2.0%
O=C(Cn1c(=O)oc2ccccc21)Nc1ccc(Br)cc1 | nt | nt | 2% | -1% | 2.4% | nt | -1.0% | 0.6%[50 µM] | nt | nt
Cc1ccc2occ(/C=N/NC(=O)[C@@H](N)Cc3ccccc3)c(=O)c2c1 | nt | nt | 14% | -1% | 11% | i | -0.2% | -0.2% | nt | nt
O=C(Cc1ccc(F)cc1)N1CCC(CC2CC(c3ccc(Cl)cc3)=NO2)(C(=O)NCC2CCCCC2)CC1 (stereo unspecified) | nt | nt | 6% | 2% | 12% | nt | -1.5% | 2.0% | nt | nt
COc1ccc(S(=O)(=O)N2CCOC2CNC(=O)C(=O)NCCN2CCOCC2)cc1C (stereo unspecified) | nt | nt | 6% | -2% | 0.3% | nt | -0.2% | 0.1% | nt | nt
CCCOC(=O)C1=C(C)NC2=C(C(=O)CC(C)(C)C2)C1c1ccc(N(C)C)cc1 (stereo unspecified) | -15 | -11 | 7% | nt | 1.8% | i | -0.2% | 0.3% | -5.1% | -0.6%
COc1ccc(NC(C)=O)cc1NC(=O)CSc1nnc(-c2cccnc2)n1C | 9 | -5 | 21% | -1% | 0.3% | i | 0.5% | 0.3% | -2.4% | 0.3%

Not a retest: 5 of the compounds above.
SMILES | WT yeast gro inh | WT yeast gro inh mutant strain | SV40 large T antigen | Dengue-2 NS5 capping | RSV CPE inhibition | Yfh1-depleted yeast | West Nile virus CPE | K1F lysis inhibition | XIAP antagonists | CSM14.1 death rescue | others
Cc1ccc2occ(/C=N/NC(=O)[C@@H](N)Cc3ccccc3)c(=O)c2c1 | nt | nt | 14% | -1% | 11% | i | -0.2% | -0.2% | nt | nt
O=C(Cc1ccc(F)cc1)N1CCC(CC2CC(c3ccc(Cl)cc3)=NO2)(C(=O)NCC2CCCCC2)CC1 (stereo unspecified) | nt | nt | 6% | 2% | 12% | nt | -1.5% | 2.0% | nt | nt
COc1ccc(S(=O)(=O)N2CCOC2CNC(=O)C(=O)NCCN2CCOCC2)cc1C (stereo unspecified) | nt | nt | 6% | -2% | 0.3% | nt | -0.2% | 0.1% | nt | nt
CCCOC(=O)C1=C(C)NC2=C(C(=O)CC(C)(C)C2)C1c1ccc(N(C)C)cc1 (stereo unspecified) | -15 | -11 | 7% | nt | 1.8% | i | -0.2% | 0.3% | -5.1% | -0.6%
COc1ccc(NC(C)=O)cc1NC(=O)CSc1nnc(-c2cccnc2)n1C | 9 | -5 | 21% | -1% | 0.3% | i | 0.5% | 0.3% | -2.4% | 0.3%

Screening data (PubChem BioAssay)
